From PubChem BioAssay
Hck Nef HTS: human Hck-Nef kinase inhibition | P08631 | Recombinant Hck-YEEI plus Nef, Z-Lyte FRET kinase assay | inhibition, % at 20 µM | 220,000 compounds, 0.68% hits | AID 463187;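 active = Hck-Nef kinase inhibition above about 50%, limit read from the data; inactive = inhibition below that limit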;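 also: 0% = DMSO with Hck plus Nef and 100% = Hck alone without Nef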
KLK5 inh: inhibitors of human kallikrein 5. recombinant hK5, fluorogenic AMC substrate cleavage. inhibition, % at 5 µM. 210,000 compounds, 0.59% hits. AID 873;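 active = inhibition of 40% or more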;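 also: 0% = enzyme controls without compound and 100% = no-enzyme blanks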
Target sequence (Q9Y337 67-293 limits assumed): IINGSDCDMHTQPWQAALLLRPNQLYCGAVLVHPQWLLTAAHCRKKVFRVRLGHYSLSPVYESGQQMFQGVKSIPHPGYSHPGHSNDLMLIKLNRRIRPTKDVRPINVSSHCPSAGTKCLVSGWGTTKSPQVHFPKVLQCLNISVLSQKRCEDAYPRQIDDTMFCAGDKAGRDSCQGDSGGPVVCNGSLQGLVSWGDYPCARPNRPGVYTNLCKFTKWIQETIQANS
Runt-SMMHC FRET: blocks binding of human RUNX1 Runt domain to CBFb-SMMHC; Q01196+Q13951; Cerulean-Runt/Venus-CBFb-SMMHC FRET ratio 530/480, 1 h; inhibition, % at 20 µM; 220,000 compounds, 0.74% hits;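 active = mean inhibition across duplicate retests at 20 µM reaching about 50%, limit read from the data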;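 also: 0% = DMSO wells and 100% = wells with excess untagged CBFb-SMMHC; inhibitors lower the FRET ratio by blocking Runt binding to CBFb-SMMHC; some results filed as inactive read as strong as hits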
Target sequence (Q01196 whole entry, looked up, the tested form may be a part): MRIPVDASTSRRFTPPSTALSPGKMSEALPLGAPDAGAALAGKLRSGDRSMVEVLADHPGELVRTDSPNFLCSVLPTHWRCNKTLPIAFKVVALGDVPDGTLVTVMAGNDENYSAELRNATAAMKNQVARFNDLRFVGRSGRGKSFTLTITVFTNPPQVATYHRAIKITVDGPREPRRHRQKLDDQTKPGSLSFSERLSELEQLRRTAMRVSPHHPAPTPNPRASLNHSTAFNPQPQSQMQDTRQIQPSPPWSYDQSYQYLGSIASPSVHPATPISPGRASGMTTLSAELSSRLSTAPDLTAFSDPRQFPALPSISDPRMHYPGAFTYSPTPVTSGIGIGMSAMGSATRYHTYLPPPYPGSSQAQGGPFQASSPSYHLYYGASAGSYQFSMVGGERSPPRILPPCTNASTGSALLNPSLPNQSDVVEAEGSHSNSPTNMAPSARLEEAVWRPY
Target sequence (Q13951 whole entry, looked up, the tested form may be a part): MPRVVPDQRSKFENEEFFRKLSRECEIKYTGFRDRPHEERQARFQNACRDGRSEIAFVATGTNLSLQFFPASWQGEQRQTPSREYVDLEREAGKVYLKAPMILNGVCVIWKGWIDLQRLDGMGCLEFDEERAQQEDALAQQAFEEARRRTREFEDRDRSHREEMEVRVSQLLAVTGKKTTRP
Wee1 degr inh: human Wee1 degradation inhibition, primary screen. P30291. HeLa Luc-Wee1K328M stability, luciferase luminescence; 100% = proteasome inhibitor MG132 effect. reporter increase, % at 5 µM. 220,000 compounds, 1.2% hits. AID 1321;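 active = activation above the mean of all tested compounds plus 3 SD, set per screening run, cut at about 8.8% in these data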;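 also: cells exposed to compound for 20 h before luminescence read; 0% = DMSO alone and 100% = MG132 at 30 µM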
Runt-CBFb FRET: inhibitors of human RUNX1 Runt domain binding to CBFb; Cerulean-Runt/Venus-CBFb FRET ratio 530/480, 1 h; inhibition, % at 20 µM; 220,000 compounds, 0.46% hits;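 active = inhibition over about 50% at 20 µM in the single-dose screen, limit read from the data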;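 also: 0% = DMSO wells and 100% = excess unlabeled CBFb competitor control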
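test system = Cerulean-tagged RUNX1 Runt domain (FRET donor) fusion protein | reagent = Venus-CBFb binding partner, 100 nM | incubation = protein complex preformed 1 h, compound exposure 1 h, room temperature, dark | detection = FRET fluorescence | read-out basis = loss of energy transfer signal | controls = 5 µM unlabeled CBFb as full-inhibition high control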
Thrombin inh: thrombin (human) inhibition. alpha-thrombin, Boc-VPR-AMC fluorogenic substrate cleavage. inhibition, % at 5 µM. 220,000 compounds, 0.26% hits. AID 1046;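 active = inhibition at or above 40%; inactive = inhibition below 40%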;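 also: 0% = enzyme with no compound and 100% = wells without enzyme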
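Test system: human alpha-thrombin protein / Dosing: one concentration per compound, 5 µM, with 0.2% DMSO / Medium: pH 7.5 Tris-saline with Tween 20 / Benchmarks: no-compound enzyme wells and no-enzyme blanks / Read-out basis: percent inhibition of thrombin substrate cleavage / Timing: reaction at room temperature / Measured by: fluorescence, ex 355 nm, em 460 nm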
14-3-3 Bad PPI: disrupts binding of bovine 14-3-3 zeta to phospho-Bad peptide; P63103; TR-FRET 14-3-3zeta/Dy647-pBad peptide displacement, 1 h; inhibition, % at 21.7 µM; 220,000 compounds, 0.71% hits;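 active = inhibition above about 70%, limit read from the data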;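 also: 0% = full 14-3-3 plus peptide FRET controls and 100% = background without 14-3-3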
FXIa inh 1536: factor XIa (human) inhibition; P03951; 220,000 compounds, 0.14% hits; inhibition, % at 5 µM; AID 798; purified FXIa, Boc-Glu-Ala-Arg-AMC fluorogenic substrate;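 active = inhibition of at least 40%; inactive = inhibition below 40%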;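 also: fluorescence of freed AMC excited at 355 nm; 0% = enzyme without compound and 100% = no enzyme blank; many of its hits are not listed in these tables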
FXIIa inh: inhibitors of human coagulation factor XIIa; inhibition, % at 5 µM; purified FXIIa, Boc-QGR-AMC fluorogenic substrate, 2 h; 220,000 compounds, 0.3% hits; AID 800; P00748; in the data active = inhibition above about 40%;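 also: 0% = enzyme with no compound and 100% = blank without enzyme; many of its hits are not listed in these tables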
An asterisk follows results filed as active; · = not tested or not shown; & = joins results of further samples; ! = not active in a repeat; [ ] = dose if it differs, or a comment. No enrichment for hits; any-hit rate near 4.2%.

SMILES	Hck Nef HTS	KLK5 inh	Runt-SMMHC FRET	Wee1 degr inh	Runt-CBFb FRET	Thrombin inh	14-3-3 Bad PPI	FXIa inh 1536	FXIIa inh
S=C(NCC1CCCO1)N1CCN(c2nc(-c3ccc(Cl)cc3)cs2)CC1 (stereo not drawn)	14	0	4	-3	5	-2	-15	1	5
O=C(NC1CC1)c1ccc(-c2ccccc2)cc1	-1	3	1	-2	2	-4	-6	-3	10
Nc1cc(-c2ccccc2)ccc1O	1&10	-23&2	4&3	10*!	12&13	-2	-19&3[fluorescence artefact?]	-4&8	-2&5
N#CCNc1ccc([N+](=O)[O-])cc1C#N	5	6	-10	3	1	2	-2	6	23
CCOCCCn1c(SCC(=O)NCc2ccco2)nc2c(sc3ccccc32)c1=O	5	-6	-9	-2	-2	0	12	4	15
Cc1nnc(SCC(=O)Nc2sccc2C#N)n1Cc1ccccc1	4	-2	-8	2	0	-3	-5	6	8
COC(=O)C(Cc1ccc(O)cc1)NC(=O)C12CC3CC(CC(C3)C1)C2 (stereo not drawn)	-18	-7	-1	-2	3	-1	1	-2	3
CN(C)S(=O)(=O)N1CCN(C(=O)c2cccs2)CC1	1	-3	-1	-2	0	-5	-17	-3	3
O=c1c(/C=C(\O)c2ccc(F)cc2)nc2ccccc2n1-c1ccccc1	-1	0	8	1	0	-6	·	-5	-4
O=C(NC1CCCc2ccccc21)c1cncc(Br)c1 (stereo not drawn)	-20	14	2	-1	1	12	-3	9	16
CCCCn1c(=O)c(CCC(=O)OCC(=O)NC(=O)NCCC(C)C)nc2ccccc21	13	-3	-2	0	-6	5	-2	-2	7
Cn1c(=O)[nH]c(=O)c2c1nc(NCCCn1ccnc1)n2Cc1cccc(Br)c1	1	11	-5	3	-3	-7	6	-1	6
COc1cc(/C=N/Nc2nc(=O)[nH]nc2C)cc(OC)c1O	9	-15	6	0	9	0	-12	5	0
Fc1cccc(CSc2nnc3c(n2)[nH]c2ccccc23)c1	19	4	0	2	0	-3	7	0	5
Cc1cc(C)cc(N=Cc2[nH]c3ccc(Br)c(Cl)c3c2O)c1	7	-14	-39	1	-5	-9	4	5	11
COC(=O)c1cccc(N(C(=O)c2ccco2)C(C(=O)NC2CCCC2)c2ccco2)c1 (stereo not drawn)	7	-3	1	1	-2	-3	-9[fluorescence artefact?]	-2	5
O=C(c1c[nH]c(C(=O)C(Cl)(Cl)Cl)c1)c1ccccc1Br	79*	-1	0	1	0	-2	4	-2	12
CCOc1ccc(/C=C2/SC(=O)NC2=S)cc1	9	-10	-98	1	1	0	1	10	20
CC(=O)NCc1ccc(S(=O)(=O)N/N=C/c2ccc(N(C)C)cc2)cc1	8	-9	-5	-2	1	-3	5	11	7
CCCCC(=O)Nc1cccc(NC(=O)c2ccccc2Br)c1	1	6	-1	-1	1	-3	5[fluorescence artefact?]	-1	3

One compound at a time, as listed above.
CN(C)S(=O)(=O)N1CCN(C(=O)c2cccs2)CC1 as listed: Hck Nef HTS: 1; KLK5 inh: -3; Runt-SMMHC FRET: -1; Wee1 degr inh: -2; Runt-CBFb FRET: 0; Thrombin inh: -5; 14-3-3 Bad PPI: -17; FXIa inh 1536: -3; FXIIa inh: 3
COc1cc(/C=N/Nc2nc(=O)[nH]nc2C)cc(OC)c1O as listed: Hck Nef HTS: 9; KLK5 inh: -15; Runt-SMMHC FRET: 6; Wee1 degr inh: 0; Runt-CBFb FRET: 9; Thrombin inh: 0; 14-3-3 Bad PPI: -12; FXIa inh 1536: 5; FXIIa inh: 0
N#CCNc1ccc([N+](=O)[O-])cc1C#N as listed: Hck Nef HTS: 5; KLK5 inh: 6; Runt-SMMHC FRET: -10; Wee1 degr inh: 3; Runt-CBFb FRET: 1; Thrombin inh: 2; 14-3-3 Bad PPI: -2; FXIa inh 1536: 6; FXIIa inh: 23

Additional records:
SMILES	Hck Nef HTS	KLK5 inh	Runt-SMMHC FRET	Wee1 degr inh	Runt-CBFb FRET	Thrombin inh	14-3-3 Bad PPI	FXIa inh 1536	FXIIa inh
CN(C)/C=N/c1nc2nccc(-c3ccc(F)cc3)n2n1	22	-10	-1	0	2	-16	1	1	4
O=C(Nc1cccc(NC(=O)c2ncn[nH]2)c1)c1cccc(Cl)c1	20	-2	-2	-1	-3	0	-19	2	5
CCCn1c(SCC(=O)NCCc2ccccc2)nnc1-c1ccco1	11	-7	1	1	0	2	-6	8	11
Cc1nc2sc(C(c3ccccc3)N3CCC(O)CC3)c(O)n2n1 (stereo not drawn)	2	-1	0	5	4	1	2[fluorescence artefact?]	4	14
NC(=O)CCn1c(=O)oc2ccccc21	6	-3	-3	-1	0	-1	36	1	15
CCn1cnc2cc(NCc3ccncc3)ccc21	12	-11	5	-1	3	1	6	2	18
NC(=O)CSc1nnc(Cn2c(=O)sc3ccccc32)n1CCc1ccccc1	-1	-15	0	7	0	-2	17	4	10
O=C(CC1N=C2c3ccccc3N=C(SCc3ccccc3Cl)N2C1=O)NCc1ccco1 (stereo not drawn)	2	-36	8	-4	13	4	3	-7	-5
O=C(NC1CCCCC1)c1ccc(Cl)c(NC(=O)c2ccccc2F)c1	1	-20	1	-1	1	-2	-22[fluorescence artefact?]	3	8
O=C(O)CCC(=O)OCC1CCCCC1	-3	-3	3	1	0	-5	·	-8	-1
CC(=O)Nc1cccc(/C(C)=N/NC(=S)NC(C)C)c1	22	-5	-1	0	4	-5	-9	-4	2
Fc1ccc2c(c1)C(c1ccncc1)=NNC(c1ccccc1)=N2	3	-9	-8	0	2	-7	8	6	13
Cc1ccc(C)c(NCC(=O)NNC(=S)Nc2ccccc2)c1	14	-3	4	0	4	-3	-23	-6	2
CCCSc1ccc(-c2nn(-c3ccccc3)cc2/C=C(/C#N)C(=O)N2CCOCC2)cc1	4	-11	-9	-2	-14	1	-11[fluorescence artefact?]	6	14
CC(=O)Nc1ncc2c(n1)CC(c1ccco1)CC2=O (stereo not drawn)	0	-13	0	1	5	1	0	-2	16
Nc1c(C(=O)Nc2ccc(F)cc2)nnn1-c1cccc(C(F)(F)F)c1	0	-38	0	1	-2	0	-15	-5	2
NC(=O)C1CCN(c2nc(C3CC3)nc3c2nnn3Cc2ccccc2)CC1	0	-21	7	1	-3	-2	4	14	27
O=C(NCc1cccs1)c1csc2ccccc12	1	-1	5	5	-1	-1	6	2	9
O=C(Nc1ncccn1)C12CC3CC(CC(C3)C1)C2	10	2	-6	3	1	-4	5	-1	0
COCCn1nnnc1C(c1ccc(Cl)cc1)N1CCSCC1 (stereo not drawn)	-1	-13	5	2	-4	-14	75*	-10	-3

Further structures follow.
compound | Hck Nef HTS | KLK5 inh | Runt-SMMHC FRET | Wee1 degr inh | Runt-CBFb FRET | Thrombin inh | 14-3-3 Bad PPI | FXIa inh 1536 | FXIIa inh
CCOC(=O)c1ccccc1NC(=O)CSc1ncc(C(=O)OCC)c(N)n1 | 1 | 0 | -3 | -2 | -4 | -4 | -1 | -3 | 7
COc1ccc(C)cc1NC(=O)C1COc2ccccc2O1 (stereo not drawn) | 12 | -1 | 0 | 2 | -1 | 4 | -7 | 3 | 1
CCOc1ccc(NC(=O)c2ccccc2OCC(=O)c2ccc(C)cc2)cc1 | 1 | -5 | -1 | -2 | 1 | -2 | 5 | 4 | 16
O=c1cc(-c2ccc(Cl)cc2)[nH][nH]1 | 2 | 5 | 0 | -1 | 2 | 5 | -12 | 4 | 12
Cc1ccc(N/C=C(\C#N)c2ccc(OCCCF)cc2)cc1 | 1 | -7 | 1 | 1 | 0 | -5 | -17 | -3 | 3
C=CCn1c(SCC(C)=O)nnc1-c1ccc2ncccc2c1 | 9 | -3 | 0 | 2 | 2 | -6 | -2 | -5 | 7
CN(C)CCCNC(=S)Nc1ccc(-c2ccccc2)cc1 | 20 | 2 | 0 | -2 | 0 | -3 | -6 | 4 | 7
CCOc1ccc(C(=O)Nc2nccs2)cc1[N+](=O)[O-] | 3 | -9 | 0 | 4 | 0 | -2 | -5[fluorescence artefact?] | 18 | 23

Some of the entries so far, with values under each structure:
Results follow in this order: Hck Nef HTS, KLK5 inh, Runt-SMMHC FRET, Wee1 degr inh, Runt-CBFb FRET, Thrombin inh, 14-3-3 Bad PPI, FXIa inh 1536, FXIIa inh
- Cc1ccc(N/C=C(\C#N)c2ccc(OCCCF)cc2)cc1
 : 1, -7, 1, 1, 0, -5, -17, -3, 3
- C=CCn1c(SCC(C)=O)nnc1-c1ccc2ncccc2c1
 : 9, -3, 0, 2, 2, -6, -2, -5, 7
- CN(C)CCCNC(=S)Nc1ccc(-c2ccccc2)cc1
 : 20, 2, 0, -2, 0, -3, -6, 4, 7
- CCOc1ccc(C(=O)Nc2nccs2)cc1[N+](=O)[O-]
 : 3, -9, 0, 4, 0, -2, -5[fluorescence artefact?], 18, 23

Further structures.
compound | Hck Nef HTS | KLK5 inh | Runt-SMMHC FRET | Wee1 degr inh | Runt-CBFb FRET | Thrombin inh | 14-3-3 Bad PPI | FXIa inh 1536 | FXIIa inh
FC(F)(F)COc1cc(-c2nnc(SCc3ccccc3)n2Cc2ccco2)cc(OCC(F)(F)F)n1 | 13 | 2 | -6 | 6 | -5 | 0 | -20 | 6 | 12
CCOc1ccccc1NC(=O)c1cccc(NC(=O)CC(c2ccccc2)c2ccccc2)c1 | 0 | -2 | 5 | -1 | 4 | -4 | -6 | -2 | -1
CCCNC(=O)Nc1ccc(F)c(Cl)c1 | 0 | -4 | -1 | 7 | 4 | -5 | -5 | 2 | 4
CCS(=O)(=O)N1CCCC(C(=O)NCCCN(C)Cc2ccccc2)C1 (stereo not drawn) | 1 | -10 | -6 | 2 | 2 | -3 | -3 | -17 | 2
CCCC1=NN2C(=N)/C(=C\c3ccc(SCc4ccco4)o3)C(=O)N=C2S1 | 1 | -7 | -2 | -2 | 24 | 5 | -3[fluorescence artefact?] | 8 | 19
Cc1cccc(C)c1OCC(=O)N/N=C/c1cc2c(cc1[N+](=O)[O-])OCO2 | 2 | 3 | 9 | 0 | 9 | 4 | -5 | 0 | 11
Cc1cccc(N2CCN(C(=O)c3ccc(NS(=O)(=O)c4c(C)noc4C)cc3)CC2)c1C | 1 | 1 | 1 | 2 | -5 | 4 | -3 | 5 | 18
C/C(=N\NC(=O)COc1ccc(C(C)(C)C)cc1)c1ccccc1 | 30 | 0 | 0 | 2 | -5 | -3 | -5 | -3 | 4
CNC(=S)N1CCN(C(c2ccccc2)c2ccccc2)CC1 | 10 | 32 | -2 | 4 | -2 | 32 | -15 | 29 | 25
Cc1cccc(C)c1NC(=O)C1(N(Cc2ccco2)C(=O)Cn2nnnc2N)CCCCC1 | 4 | -9 | 2 | 4 | -4 | 1 | -10[fluorescence artefact?] | 19 | 12
CNC(=O)c1cc(OCC(F)(F)F)ccc1OCC(F)(F)F | 3 | -6 | -1 | -2 | -1 | 1 | -9 | 0 | 3
